# Source: PubChem
# JNK3 blocker: inhibitors of human JNK3 kinase; P53779; purified JNK3 kinase activity, HTS; inhibition, % at 8 µM; 60,000 compounds, 0.61% hits; AID 746; in the data active means inhibition above about 17%;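 further: 0% = DMSO and 100% = reference inhibitor; many of its hits are not listed in these tables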
# Ecoli tolC: E. coli tolC mutant growth inhibition; AID 573; E. coli BW25113 tolC mutant growth, OD615; 65,000 compounds, 2.2% hits; growth inhibition, % at 10 µM (by protocol);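 active means growth inhibition at or above a cutoff equal to the mean over every tested compound plus 3 SD, cut at about 60% in these data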;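 further: growth measured after 20 h incubation at 37 °C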
#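 test system = E. coli BW25113 ΔtolC::kan bacteria | medium = LB with kanamycin 50 µg/mL | signal = OD at 615 nm | schedule = 37 °C, 20 h exposure | evaluation = % inhibition of E. coli growth | compound dosing = one dose of 10 µM final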
# Fluor 339 460: intrinsic fluorescence of library compounds, ex339/em460 – biochemical, MLSMR library, data from DPM-DC assay, artefact control, profiling panel. AID 709. fluorescence fold increase at 10 µM. compound autofluorescence, ex339/em460 nm, NADH buffer; hits give high values; 1 = no-compound wells, NADH background. 65,000 compounds, 5.5% hits;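 active means at 10 µM, mean starting fluorescence two-fold or more over control wells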;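 further: signal is the first read of a kinetic run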
# ROCK2 blocker: ROCK2 (human) kinase inhibition; purified ROCK2, Kinase-Glo ATP depletion luminescence; inhibition, % at 6 µM; 60,000 compounds, 0.35% hits; AID 604;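 active means inhibition above the screen-wide mean inhibition plus 3 SD, cut at about 18% in these data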;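 further: plate controls were DMSO wells for no effect and Y-27632 control wells after no-enzyme background subtraction for full effect; many of its hits are not listed in these tables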
# Target sequence (O75116 whole entry, looked up): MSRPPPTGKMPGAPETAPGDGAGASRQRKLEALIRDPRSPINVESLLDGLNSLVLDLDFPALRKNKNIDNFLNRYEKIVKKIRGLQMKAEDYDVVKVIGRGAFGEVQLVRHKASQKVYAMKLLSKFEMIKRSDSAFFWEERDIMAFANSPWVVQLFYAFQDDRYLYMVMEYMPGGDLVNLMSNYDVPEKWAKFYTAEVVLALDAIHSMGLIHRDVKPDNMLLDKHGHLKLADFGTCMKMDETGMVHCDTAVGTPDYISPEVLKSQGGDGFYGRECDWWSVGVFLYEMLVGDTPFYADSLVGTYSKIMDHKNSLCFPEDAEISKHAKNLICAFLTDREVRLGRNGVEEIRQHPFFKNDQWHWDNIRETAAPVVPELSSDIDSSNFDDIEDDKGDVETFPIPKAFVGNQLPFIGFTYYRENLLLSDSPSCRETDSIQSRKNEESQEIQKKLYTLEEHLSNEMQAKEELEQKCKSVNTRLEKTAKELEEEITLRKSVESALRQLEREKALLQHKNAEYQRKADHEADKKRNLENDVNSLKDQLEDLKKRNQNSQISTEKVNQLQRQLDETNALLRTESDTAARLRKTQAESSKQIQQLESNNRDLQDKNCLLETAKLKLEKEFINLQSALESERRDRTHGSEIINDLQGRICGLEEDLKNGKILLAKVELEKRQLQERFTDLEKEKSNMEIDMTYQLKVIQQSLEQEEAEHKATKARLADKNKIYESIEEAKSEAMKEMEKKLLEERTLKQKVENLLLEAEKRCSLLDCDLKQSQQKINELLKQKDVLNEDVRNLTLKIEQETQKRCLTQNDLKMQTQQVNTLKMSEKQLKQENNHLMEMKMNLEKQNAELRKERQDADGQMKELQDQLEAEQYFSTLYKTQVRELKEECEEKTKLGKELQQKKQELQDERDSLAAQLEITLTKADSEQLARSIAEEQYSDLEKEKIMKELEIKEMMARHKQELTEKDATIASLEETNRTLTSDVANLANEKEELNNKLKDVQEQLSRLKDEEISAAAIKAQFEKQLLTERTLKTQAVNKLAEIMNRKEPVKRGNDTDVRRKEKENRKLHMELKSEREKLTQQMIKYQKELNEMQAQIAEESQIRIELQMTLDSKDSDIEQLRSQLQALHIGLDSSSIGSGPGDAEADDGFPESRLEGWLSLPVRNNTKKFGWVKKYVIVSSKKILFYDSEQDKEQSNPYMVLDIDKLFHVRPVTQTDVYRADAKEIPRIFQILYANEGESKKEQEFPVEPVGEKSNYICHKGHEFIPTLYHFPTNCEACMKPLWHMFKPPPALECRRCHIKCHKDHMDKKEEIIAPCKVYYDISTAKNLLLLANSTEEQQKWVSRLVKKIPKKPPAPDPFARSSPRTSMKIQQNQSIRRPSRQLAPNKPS
# NADH coupling: inhibitors of enzymes used to reach an NAD/NADH endpoint | coupled PK/LDH NADH assays, four targets | IC50, µM (titrated, usually from 10 µM), for inactives: at the top dose inhibition | 65,000 compounds, 0.02% hits | AID 774;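 active means single-dose screening hits from any of four coupled enzyme assays that gave an IC50 when retested across doses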;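 further: the DPM-DC format reads NADH fluorescence rather than 340 nm absorbance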
# MMP13 inh: MMP13 (human) collagenase inhibition; P45452; MMP-13 fTHP FRET cleavage, Mca fluorescence; inhibition, % at 4 µM; 65,000 compounds, 0.07% hits; AID 570;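 active means inhibition above the mean of compound-free control plate wells plus 3 SD, cut at about 14% in these data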;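 further: 0% = DMSO wells and 100% = wells with reference MMP-13 inhibitor after basal subtraction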
# PKA kinase inh: blocks human protein kinase A activity; inhibition, % at 6 µM; 65,000 compounds, 0.1% hits; AID 524; P17612; PKA Kemptide phosphorylation, Kinase-Glo ATP luminescence;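 active means inhibition above the screen-wide mean inhibition plus 3 SD, cut at about 21% in these data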; further: many of its hits are not listed in these tables
# HEK293 NFkB inh: inhibitors of the PMA/ionomycin-induced NF-kB reporter in HEK293 cells | 62,000 compounds, 0.21% hits | inhibition, % at 3 µM | AID 465 | HEK-293 NF-kB luciferase reporter, luminescence;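 active means inhibition above the mean of all tested compounds plus 3 SD, cut at about 40% in these data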;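 further: 0% = stimulated DMSO wells and 100% = 10 µM reference inhibitor 5653914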
#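 Reagent: PMA plus ionomycin mix as NF-kB-activating stimulus. Assay system: NF-kB luciferase reporter HEK-293 cells. Technique: luminescence from luciferase substrate reagent. Incubation: 1 h compound pre-incubation, 16 h PMA/ionomycin at 37 °C. Benchmarks: DMSO only as uninhibited control, 10 µM reference inhibitor as full inhibition. Repeats: tested once.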
# A340 absorber: absorbance at 340 nm | compound absorbance at 340 nm, fold over control | 65,000 tested, under 10 active | fold change at 10 µM;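 active means at 10 µM dose, initial 340 nm absorbance at least 2 fold that of control wells; inactive means change under 2 fold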;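 further: initial absorbance extrapolated from kinetic A340 decline of NADH oxidation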
# Starred values were filed as active, the others as inactive; / = no result given; [ ] = dose if it differs, or a comment. Some of the compounds tested; rates above refer to the full screens.
nr	structure	A340 absorber	Fluor 339 460	PKA kinase inh	HEK293 NFkB inh	NADH coupling	MMP13 inh	JNK3 blocker	Ecoli tolC	ROCK2 blocker
1	Cc1cc(C(=O)N2CCN(c3ncccn3)CC2)c(C)o1	1.1	1.1	10	6	1%	2	-12	-8	6
2	CC1=C(C)CS(=O)N(c2ccc(S(N)(=O)=O)cc2)C1 (stereo unspecified)	1.1	1.1	7	14	0%	-2	/	-15	/
3	COc1ccccc1NC(=O)Nc1ccnn1C1CCCCC1	0.98	1.2	7	18	2%	7	/	0	/
4	N#CC1=C(N)Oc2n[nH]c(-c3ccncc3)c2C1c1ccsc1 (stereo unspecified)	0.98	1	-9	0	4%	-4	3	-12	1
5	O=S(=O)(Cc1ccccc1)NCc1ccccn1	1	1.1	1	0	0%	4	-9	-2	1
6	CCOc1ccc(N2C(=O)c3ccc(C(=O)OCc4c(C)noc4C)cc3C2=O)cc1	1	1.1	11	3	6%	-4	-3	-8	5
7	O=C(Cc1c(C(=O)O)[nH]c2ccccc12)NCCN1CCN(c2ccccc2F)CC1	1	1.1	4	6	5%	-7	/	-3	/
8	CCn1c(-c2ccc3[nH]c(C)c(C)c3c2)n[nH]c1=S	0.99	1.1	9	4	10%	-5	4	9	7
9	CCc1nnc(NC(=O)CCC(=O)N2CCCC2)s1	1	1.1	12	16	1%	2	6	0	4
10	Cc1cc(C)c2nc(N3CCCN(C(=O)c4ccco4)CC3)c(C#N)cc2c1	0.98	1.7	1	-3	7%	-25	0	48	1
11	CNC(=O)c1cc2c(=O)n3cc(C)ccc3nc2n(Cc2ccco2)c1=N	1	2*	3	7	4%	-21	-2	-6	3
12	N#CC1=C(N)C(C#N)(C#N)C(c2ccc[nH]2)C2CCCC=C12 (stereo unspecified)	0.96	1.2	11	24	5%	1	5	47	9
13	Cc1ccc(S(=O)(=O)N2CCOCC2)cc1C(=O)N1CCOCC1	1	1	8	0	6%	2	/	-3	/
14	O=C(Nc1ccccc1N1CCCCC1)c1ncoc1-c1ccc(F)cc1	1	1.3	-6	24	3%	3	2	9	-6
15	Cc1cccc(-n2ncc3c(Nc4ccc(F)cc4)ncnc32)c1	1	1.4	1	-21	4%	-2	12	0	0
16	CC(CN1CCCC(C(N)=O)C1)c1ccccc1 (stereo unspecified)	1	1.1	-5	12	0%	3	9	-10	-2
17	COc1cc2c3c(c1)C1(C(=O)N3C(C)(C)C=C2C)C(C#N)=C(N)Oc2cc(O)ccc21 (stereo unspecified)	1	1.2	4	2	5%	-2	-3	65*	-3
18	O=C1OC(Nc2ccc(Br)cn2)c2ccccc21 (stereo unspecified)	1	1.1	1	/	3%	-2	-7	-3	-15
19	CCCCNc1cc(=O)n(C)c(=O)[nH]1	1	1	-4	3	6%	5	-8	-7	-2
20	CC1=NOC2(C1)/C(=N/O)CCC/C2=N\O (stereo unspecified)	0.98	1	3	1	8%	3	0	-21	3
21	CCCN1CCC(N2CCN(c3cccc(C(F)(F)F)c3)CC2)CC1	1	1	2	-9	4%	2	2	-13	2
22	CS(=O)(=O)Nc1ccccc1C(=O)O	0.99	1.1	7	10	4%	-21	-4	-12	6
23	Fc1ccc(Cn2nnnc2CN2CCN(C3CCCCC3)CC2)cc1	1.1	1.1	11	9	6%	10	6	-7	4
24	Cc1c(C(=O)Nc2ccc(C(=O)O)cc2)cnn1C	1	1.1	-3	18	7%	-2	0	-10	-1
25	COc1cc2c(cc1OC)C(C(=O)O)C(c1ccc(C)o1)N(C)C2=O (stereo unspecified)	1	1.1	-1	12	8%	-15	-5	2	6
26	O=C(Nc1ccccc1)Nc1ccc(S(=O)(=O)N2CCCCC2)cc1	1.1	1.1	-2	10	8%	-2	1	100*	-1
27	Nc1cnn(C2CCCO2)c(=O)n1 (stereo unspecified)	1	1.1	8	1	4%	-5	5	-24	4
28	CCc1c(C)sc(NC(=O)c2cc(-c3cc(OC)ccc3OC)on2)c1C#N	1.1	5.1*	2	-1	9%[fluoresces]	3	-4	0	-1
29	Nc1c(C(=O)NC2CC2)c2nc3ccccc3nc2n1-c1ccc2c(c1)OCO2	1.1	3.2*	2	8	6%[fluoresces]	-60[fluorescence artefact?]	-6	-16	6
30	O=C(NCCc1ccccc1)c1ccnc(/C=N/O)c1	0.99	1	-4	-5	4%	-1	1	-14	-2

# Entries of single compounds from above.
# Entry for CC1=NOC2(C1)/C(=N/O)CCC/C2=N\O (stereo unspecified) = A340 absorber = 0.98; Fluor 339 460 = 1; PKA kinase inh = 3; HEK293 NFkB inh = 1; NADH coupling = 8%; MMP13 inh = 3; JNK3 blocker = 0; Ecoli tolC = -21; ROCK2 blocker = 3
# Entry for CNC(=O)c1cc2c(=O)n3cc(C)ccc3nc2n(Cc2ccco2)c1=N = A340 absorber = 1; Fluor 339 460 = 2*; PKA kinase inh = 3; HEK293 NFkB inh = 7; NADH coupling = 4%; MMP13 inh = -21; JNK3 blocker = -2; Ecoli tolC = -6; ROCK2 blocker = 3

# The list goes on.
nr	structure	A340 absorber	Fluor 339 460	PKA kinase inh	HEK293 NFkB inh	NADH coupling	MMP13 inh	JNK3 blocker	Ecoli tolC	ROCK2 blocker
31	CCn1cc(C(=O)NCc2ccccc2OC)c(=O)c2ccc(C)nc21	1.1	1.1	1	23	4%	2	2	-5	1
32	Cc1ccc(Nc2nc(N)nc(CN3CCN(C)CC3)n2)cc1	1	1.1	0	8	7%	4	-2	-8	0
33	CCOc1ccc(C2c3c(oc4ccccc4c3=O)C(=O)N2c2ccc(C)cn2)cc1OC (stereo unspecified)	1.1	1.1	6	2	8%	-2	1	20	4
34	COc1ccc(CCNC(=O)Cn2nnc(-c3cccc(OC)c3OC)n2)cc1OC	0.98	1.1	1	12	12%	0	/	-12	/
35	COc1cc(C)c(C)cc1S(=O)(=O)N1CCN(Cc2ccccc2)CC1	1.1	1.1	-9	12	2%	-3	-6	17	-1
36	Cn1nnnc1SCc1cc(=O)n2ccsc2n1	1	1.1	4	9	6%	6	3	-17	-3
37	O=C1c2ccccc2NC(c2ccccc2)N1c1ccc(O)cc1 (stereo unspecified)	1.1	1.6	-1	12	9%	-8	4	10	-1
38	NS(=O)(=O)c1ccc(NC(=O)CN2CCCCC2)cc1	1	1.1	7	9	6%	-2	3	-22	3
39	CCCn1c(-c2ccc(F)cc2)n[nH]c1=S	1	1.1	9	15	13%	2	3	-6	6
40	CC(C)CC(OC(=O)c1ccco1)C(=O)NCC1CCCO1 (stereo unspecified)	1	1.1	5	15	9%	1	-4	-27	6
41	CCOc1cc(S(=O)(=O)N(CC)CC)ccc1Br	1	1.1	1	15	10%	-2	3	27	3
42	Cc1cc(C(=O)NCc2cccs2)n(-c2ccccc2)n1	1	0.78	7	14	11%	-2	-1	-9	3
43	O=C(NC1(C(=O)NC2CCCCC2)CCCCC1)c1ccc2c(c1)OCO2	1	1	4	-5	3%	-3	/	9	/
44	O=C(NCc1nnc(SCC(=O)N2CCCC2)o1)c1ccccc1F	1.1	1.1	-1	15	4%	1	/	-14	/
45	COc1ccccc1NC(=O)C1(C)Cc2ccccc2C(=O)O1 (stereo unspecified)	1	0.99	4	9	2%	0	-10	-11	5
46	CSc1nnc(-c2ccccc2)n1N	1	1.2	8	11	17%	1	-6	-17	5
47	O=C(c1ccc2c(c1)OCO2)N(c1ccc(F)cc1)C1C=CS(=O)(=O)C1 (stereo unspecified)	0.97	1.1	5	-1	7%	2	-1	-4	3
48	COc1cc(OC)cc(C(=O)Nc2cccc(N3CCCC3)c2)c1	1	1.1	10	14	5%	3	1	23	5
49	Cc1occc1-c1nc(-c2ccncc2)no1	1	1.1	14	14	4%	3	-1	5	7
50	CC1CCCCN1S(=O)(=O)c1cccc2cccnc12 (stereo unspecified)	0.98	1	7	17	5%	-3	-2	-2	4
51	CCCCOC(=O)Nc1nc2ccc(OC)cc2s1	0.99	1	-9	2	10%	-1	2	-5	-2
52	COc1ccccc1Cn1nnc2c(=O)[nH]c(C3CCN(C(=O)c4ccc(C)cc4)CC3)nc21	1	1.1	-3	5	8%	-14	6	1	4
53	O=C(Nc1ccc2c(c1)OCO2)c1cccc(S(=O)(=O)N2CCCC2)c1	1.1	1.1	-1	-1	2%	0	-4	-4	0
54	CN(C)c1ccc(C(CC(=O)O)NC(=O)c2ccc(Cl)cc2)cc1 (stereo unspecified)	1	1.1	9	16	2%	1	-4	-8	-10
55	O=C(O)C1CCCN1S(=O)(=O)c1ccc2ccccc2c1 (stereo unspecified)	0.98	1.1	-3	16	2%	3	/	-5	/
56	O=c1ccc(S(=O)(=O)N2CCC(Cc3ccccc3)CC2)c[nH]1	1.1	1	5	12	3%	-5	0	5	5
57	O=C(NCc1ccco1)c1cc2n(n1)C(C(F)(F)F)CC(c1ccc(Br)cc1)N2 (stereo unspecified)	1	1	-2	18	5%	3	-1	13	2
58	CCOC(=O)C1CCCN(CCC(=O)Nc2ccc3c(c2)CCC3)C1 (stereo unspecified)	1	1.1	12	12	4%	-2	3	1	3
59	Cc1cc(C)c2c(CC(=O)N(CCC#N)Cc3cccnc3)coc2c1	1.1	1.1	0	16	9%	5	2	0	-1
60	CN(C)c1ccc(C2C=C(c3ccc(Cl)cc3OC(F)F)Nc3ncnn32)cc1 (stereo unspecified)	1	1.6	7	32	10%	-5	5	96*	7
61	Cc1ccc(Cn2nnnc2CN2CCC(O)(c3ccccc3F)CC2)cc1	1	1.2	-7	10	2%	-5	/	2	/
62	O=C(c1ccccc1NS(=O)(=O)c1ccc(Br)s1)N1CCCC1	1	1.1	3	20	6%	-1	5	11	7
63	Cc1ccc(NCc2nnc(SCC(=O)NCc3ccco3)n2CC2CCCO2)c(C)c1 (stereo unspecified)	0.98	1.1	8	0	7%	-1	-1	-5	4
64	CCOC(=O)c1cnc(SCc2ccc(C)cc2)nc1N	1	1.1	-3	13	5%	-2	/	35	/
65	OC1(c2cccc(C(F)(F)F)c2)CCNCC1	1	1.1	2	8	4%	-2	1	-5	1
66	CCSc1nc2c(c(=O)n1Cc1ccccc1)SC(C)C2 (stereo unspecified)	1.1	1.1	-2	3	1%	5	-2	40	0
67	Cc1ccc2c(CSc3nc4ccccc4c(=O)n3CCCO)cc(=O)oc2c1	1	1	-5	23	4%	8	-4	25	-3
68	CC(=O)NC1CC2CCCC(C1)N2S(=O)(=O)c1cccc(F)c1 (stereo unspecified)	0.98	1	14	16	8%	-3	3	1	6
69	O=C1c2cccc3c(Cl)ccc(c23)C(=O)N1O	1.1	0.99	8	12	10%	0	7	58	4
70	c1ccc(OCCOc2ncnc3sccc23)cc1	1	1	11	-2	2%	1	9	7	3
71	CC1(C)Cc2ccccc2-c2nc(NCCO)n(-c3ccccc3)c(=O)c21	1.1	2.2*	2	9	6%[fluoresces]	-264[fluorescence artefact?]	5	33	2
72	COC(=O)CSC1=C(C#N)C(c2sccc2C)CC(=O)N1 (stereo unspecified)	1	1.1	2	9	2%	4	-6	-14	-3
73	Cc1cc(NC(=O)CCC(=O)N(CCc2ccccc2)C(C(=O)NC2CCCC2)c2ccco2)no1 (stereo unspecified)	1	1	-10	14	3%	4	-4	20	-3
74	O=C(NCCCN1CCC(Cc2ccccc2)CC1)C1CC(=O)N(C2CCCC2)C1 (stereo unspecified)	1.1	1.1	6	-12	5%	-1	0	-26	-4
75	CC(=O)Nc1ccc(C2(O)COc3ccccc3O2)cc1 (stereo unspecified)	1	1.1	0	17	4%	5	/	-4	/
76	CCOC(=O)c1[nH]cnc1C(=O)NC1CCCCC1	1	1.1	6	0	0%	-4	/	-5	/
